AmpC det inh = blocks E. coli AmpC beta-lactamase in presence of detergent; 71,000 compounds, 0.09% hits; purified AmpC, nitrocefin hydrolysis with detergent; P00811; Potency, µM (titrated, usually from 28.7 µM), without a hit: at the top dose activity change, negative = inhibition; active = well fitted curve in the direction sought with a large enough effect
Target sequence (P00811 whole entry, looked up): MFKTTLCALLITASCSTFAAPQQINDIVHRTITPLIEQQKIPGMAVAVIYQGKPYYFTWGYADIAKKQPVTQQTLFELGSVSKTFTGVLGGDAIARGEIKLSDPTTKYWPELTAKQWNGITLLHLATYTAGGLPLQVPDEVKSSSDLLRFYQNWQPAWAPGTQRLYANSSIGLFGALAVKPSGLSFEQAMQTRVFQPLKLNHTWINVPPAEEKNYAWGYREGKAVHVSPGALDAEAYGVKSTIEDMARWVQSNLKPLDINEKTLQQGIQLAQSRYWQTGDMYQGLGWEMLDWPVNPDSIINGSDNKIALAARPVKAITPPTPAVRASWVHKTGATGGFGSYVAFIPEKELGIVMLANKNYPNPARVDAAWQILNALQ
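E. coli AmpC (5.3 nM) in 20 mM phosphate pH 7.0 with 0.01% Triton X-100, preincubated 15 min RT with compound; nitrocefin (2 uL of 800 uM stock) hydrolysis followed by 480 nm absorbance every 20 s over 4 min.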
* hit, by the source's call; & = joins results of further samples; [ ] = another dose, or the depositor's remark. % is scaled to controls: 0 for no effect and ±100 for the full control effect; potency is read from the fitted curve at half-maximal effect. Not all compounds are listed, so the mix of outcomes need not match the whole.

SMILES	AmpC det inh
COC(=O)[C@@]1(Cc2ccc(OC)cc2)[C@H]2c3cc(C(=O)N(C)C)n(CCF)c3C[C@H]2CN1C(=O)c1ccccc1	-1.0%
COc1ccc2nc3sc(C(=O)NCc4cccs4)c(N)c3cc2c1	28.1%
COCCCN1C(=O)C(=O)/C(=C(/O)c2ccc3c(c2)OCCO3)C1c1ccc(C(=O)OC)cc1 (stereo not drawn)	-1.4%
CCCNc1nc2c(c(=O)[nH]c(=O)n2C)n1CCCc1ccccc1	8.3%
Cc1ccc(OCc2nn3c(-c4ccco4)nnc3s2)cc1	-1.0%
CN1CC=C2C(C#N)=C(N)C(C#N)(C#N)C(c3cccc(Cl)c3Cl)C2C1 (stereo not drawn)	-1.0%
Cc1cc(/C=C\c2ccc3cc(N(C)C)ccc3[n+]2C)c(C)n1-c1ccccc1	-6.2%[12.8 µM]
CO[C@]1(NC(=O)[C@H](C(=O)O)c2ccc(O)cc2)C(=O)N2C(C(=O)O)=C(CSc3nnnn3C)CO[C@H]21	-6.6%[12.8 µM]
COc1ccc(C(=O)NC(C(=O)NCc2ccccn2)C(C)C)cc1 (stereo not drawn)	2.1%
Cc1cc(-c2ccco2)n(CC(=O)NCc2ccco2)n1	1.8%
Cc1ccc(N2CC(C(=O)Nc3ccccn3)CC2=O)cc1 (stereo not drawn)	-5.8%
CC1Cc2ccccc2N1C(=O)c1ccnc(C(C)(C)C)c1 (stereo not drawn)	-3.6%
CCC(C)NC(=O)C1CN(S(=O)(=O)c2ccccc2)CCN1S(=O)(=O)c1ccccc1 (stereo not drawn)	6.6%
COc1ccc(C(C)=O)cc1COC(=O)Cn1cnc2ccccc2c1=O	-1.6%
CCOC(=O)Nc1nnc(-c2cccc(OC)c2)s1	-10.3%
COc1ccc(CN2C(=O)CN=C2Nc2ccc(C)cc2C)cc1	-1.5%
CN(C)c1oc(COc2ccccc2F)nc1C#N	-6.1%
O=C(NC1CC1)c1cccc(Nc2ccc(-c3ccc4c(c3)OCCO4)nn2)c1	-5.4%
CCOc1ccccc1NC=C1C(=O)OC(C)(C)OC1=O	-6.8%
COc1ccc(-c2cc3ccccc3n2CC(O)CN2CCOCC2)cc1 (stereo not drawn)	10.4%
COc1cc(C(=O)Nc2ccc(NC(=O)c3ccco3)nc2)cc(OC)c1OC	-0.3%
Cn1cccc1C(=S)N=P(C1CCCCC1)(N1CCOCC1)N1CCOCC1	-2.2%
O=C(NCCN1CCCC1=O)Nc1ccccc1	-1.3%
Cc1ccccc1Oc1ccc(S(=O)(=O)NCCC(=O)O)cc1	4.6%

Exported as labelled records: 4 of the compounds above.
CCOc1ccccc1NC=C1C(=O)OC(C)(C)OC1=O
  AmpC det inh = -6.8%
COc1ccc(-c2cc3ccccc3n2CC(O)CN2CCOCC2)cc1 (stereo not drawn)
  AmpC det inh = 10.4%
COc1cc(C(=O)Nc2ccc(NC(=O)c3ccco3)nc2)cc(OC)c1OC
  AmpC det inh = -0.3%
Cn1cccc1C(=S)N=P(C1CCCCC1)(N1CCOCC1)N1CCOCC1
  AmpC det inh = -2.2%

Remaining list, next part:
SMILES	AmpC det inh
C=CCNc1ncnc2ccc(Br)cc12	2.9%
O=C(Nc1nsc(-c2ccccc2)n1)c1cccs1	-8.0%
COc1ccccc1N1CCN(C(c2ccc(F)cc2)c2nnnn2C(C)C)CC1 (stereo not drawn)	8.1%
O=C(CN1CCN(c2ccccn2)CC1)NC1CCCC1	-2.4%
CC(=O)Oc1ccc(NC(=O)Cc2ccccc2)cc1	-1.6%
Cc1ccccc1-c1nc(CS(=O)(=O)CC(=O)NCc2ccc3c(c2)OCO3)c(C)o1	3.2%
O=C(CSc1nnc2scc(-c3ccccc3)n12)Nc1nsc(-c2ccccc2)n1	-4.4%
CCN1C(=O)CC(n2c(C)nc3ccccc32)C1=O (stereo not drawn)	-0.5%
CCc1nc(SCC(=O)c2cc(C)ccc2C)n[nH]1	-2.9%
Cc1[nH]c(=O)[nH]c(=O)c1CSc1nnc([C@H](CC(C)C)NC(=O)OC(C)(C)C)o1	-1.2%
CN(c1ccc(F)cc1)S(=O)(=O)c1ccc2[nH]cc(C(=O)O)c(=O)c2c1	-6.0%
CCC(=O)N1CCc2cc(S(=O)(=O)N3CCc4ccccc4C3)ccc21	-3.9%
N#Cc1nc(-c2ccco2)oc1N1CCN(Cc2ccccc2)CC1	-2.6%
O=C1CCCCC(=O)N(c2ccccc2)c2ccccc21	7.9%
Nc1c(C2=NCCO2)nnn1Cc1ccccc1	15.7%
COc1ccccc1NS(=O)(=O)c1ccc(O)c(C(N)=O)c1	-4.9%
COc1cc(OC)c2c(C)cc(=O)oc2c1	-3.9%
CC1CN(C(=O)CN2C(=O)NC3(CCCCCCC3)C2=O)CC(C)O1 (stereo not drawn)	-2.5%
COc1ccc(C2CC(c3ccc(Cl)cc3)n3nc(N)nc3N2)cc1 (stereo not drawn)	14.4%
O=C(O)c1cc2cc(F)ccc2[nH]1	-1.7%&-1.6%
CCCCCCCCCC[Si](C)(C)CCC(=O)N[C@@H](Cc1ccc(C)cc1)c1ccccc1	-4.3%
O=C(CCCOc1ccc(Cl)cc1Cl)N1CCN(c2ccccn2)CC1	-3.2%
Cc1ccc(-n2nc3c(c2NC(=O)C(C)(C)C)CSC3)c(C)c1	-3.4%
COc1ccccc1-c1nc(C#N)c(N2CCN(c3cccc(Cl)c3)CC2)o1	-1.7%

Laid out differently: results already given.
| compound | AmpC det inh |
| --- | --- |
| CN(C)c1oc(COc2ccccc2F)nc1C#N | -6.1% |
| O=C(NC1CC1)c1cccc(Nc2ccc(-c3ccc4c(c3)OCCO4)nn2)c1 | -5.4% |

Pulled by structure from the list above (3):
SMILES	AmpC det inh
N#Cc1nc(-c2ccco2)oc1N1CCN(Cc2ccccc2)CC1	-2.6%
Cn1cccc1C(=S)N=P(C1CCCCC1)(N1CCOCC1)N1CCOCC1	-2.2%
CCCCCCCCCC[Si](C)(C)CCC(=O)N[C@@H](Cc1ccc(C)cc1)c1ccccc1	-4.3%

(cont.)
SMILES	AmpC det inh
COc1ccc(/C=C/C(O)=C2/C(=O)N(C)C3(C)CC2c2ccccc2O3)cc1 (stereo not drawn)	1.5%
CC(=NCc1cccnc1)C1=C(O)c2ccccc2C1=O	12.1%
O=C(CSc1ncn[nH]1)Nc1nnc(-c2ccccc2)s1	6.3%
COC(=O)CC1Oc2ccccc2N(Cc2ccccc2)C1=O (stereo not drawn)	4.7%
Cn1cccc1C(=O)N1CCC[C@@]2(CCN(Cc3nccs3)C2)C1	-2.5%
COC(=O)[C@@H]1[C@H]2C[C@H]3c4[nH]c5cc(OC)ccc5c4CCN3C[C@@H]2C[C@@H](OC(=O)c2cc(OC)c(OC)c(OC)c2)[C@@H]1OC	-2.4%&-4.4%
Cc1nc2cc(N3CCCCC3)c(NC(=O)c3cccnc3)cc2c(=O)n1Cc1ccccc1	-5.1%
Cn1ccnc1SCC(=O)c1cc2ccccc2o1	-2.5%
FC(F)(F)c1ccccc1-c1ccc2ncnc(NC3CCNCC3)c2c1	6.0%
CN(C)P(=O)(C(Cl)=C(N1CCCCC1)N1CCCCC1)N(C)C	-2.8%
O=C(COC(=O)C1CC2C=CC1C2)NCc1ccco1 (stereo not drawn)	0.1%
Cn1cc(-c2nc3cnc(N4CCNCC4)nc3n(Cc3ccc(F)cc3)c2=O)c2ccccc21	-5.8%
O=S(=O)(c1ccc(OCC(O)CN2CCN(c3ccc(F)cc3)CC2)cc1)N1CCOCC1 (stereo not drawn)	11.8%
O=C(O)CCC1COc2ccccc2O1 (stereo not drawn)	-2.9%
CC(=O)O[C@H]1CC[C@@]2(C)C(=CC[C@@H]3[C@@H]4CC[C@H](c5cc(C(F)(F)F)n(C(C)=O)n5)[C@]4(C)CC[C@@H]32)C1	-3.6%[5.75 µM]
C=C1C[C@@]23C[C@]1(O)CC[C@@H]2[C@]12C=C[C@@H](O)[C@](C)(C(=O)O1)[C@H]2[C@H]3C(=O)O	-1.8%[12.8 µM]
Cc1ccc2c(COn3nnc4ccc(S(=O)(=O)N(C)C)cc43)cc(=O)oc2c1C	-1.5%
O=C(Oc1ccnc2cc(Cl)ccc12)N1CCOCC1	-1.2%
CO[C@@H]1C=CO[C@]2(C)Oc3c(C)c(O)c4c(O)c(c(C=NN5CCN(C)CC5)c(O)c4c3C2=O)NC(=O)C(C)=CC=C[C@H](C)[C@H](O)[C@H](C)[C@H](O)[C@H](C)[C@H](OC(C)=O)[C@H]1C	-0.8%[12.8 µM]
CCCCNC(=O)CC(NS(=O)(=O)c1ccc(C)cc1)c1ccco1 (stereo not drawn)	-3.4%
COc1ccc(CC(=O)NC2CCN(CC(=O)N3CCCc4ccccc43)CC2)cc1OC	-1.6%
Cc1c(S(=O)(=O)Nc2cc(Cl)ccc2Cl)c(=O)n(C)c(=O)n1C	12.9%
Cc1ccc(-c2noc(C3CCCN(C(=O)c4ccc(F)cc4F)C3)n2)cc1 (stereo not drawn)	-2.5%
CCOc1c(Cl)cc(C(=O)NCCN2CCCCC2)cc1Cl	-1.4%
CCn1c(NCc2ccc(N(C)C)cc2)nc2ccccc21	8.6%
COc1ccc2c(C)cc(=O)oc2c1C	7.4%
COc1cc(C2Nc3cc(Cl)c(S(N)(=O)=O)cc3S(=O)(=O)N2)cc(OC)c1OC (stereo not drawn)	-2.7%
Cc1cc(NS(=O)(=O)c2ccc(Cl)cc2)nn1CC(=O)NCc1ccco1	-1.8%
O=C(Cn1cccc1C(=O)c1ccccc1)NCc1cccnc1	16.7%
CCOCCc1nnc(NC(=O)c2cc(OC)c(OC)c(OC)c2)s1	-2.2%
COC(=O)c1ccc(-c2ccc(C(=O)N3CCCN(C)CC3)cc2)cc1	-2.1%
O=C(CSc1nnc(-c2cccnc2)n1Cc1ccccc1)NCc1ccco1	0.9%
CCOC(=O)c1ccc(N2C(=O)CC(N3CCC(C#N)(c4ccccc4)CC3)C2=O)cc1 (stereo not drawn)	-3.8%
O=C(CSc1nc2ccc([N+](=O)[O-])cc2s1)c1ccc2ccccc2c1	-3.8%[5.75 µM]
CCn1c(SC)nnc1-c1sc2cc(Cl)ccc2c1Cl	-1.0%
CC1CCCC(C)N1C(=O)Cn1c(=O)sc2ccccc21 (stereo not drawn)	11.1%
C=C(C)CN1C(=O)C(O)(CC(=O)c2ccc3c(c2)OCCO3)c2ccccc21 (stereo not drawn)	-3.8%
COC(=O)c1ccc(NC(=O)C2CCCN2S(=O)(=O)c2ccc(F)cc2)cc1 (stereo not drawn)	4.4%
CCN1CCN(CCCNC(=O)C(NC(=O)C2CCC(C)CC2)C(C)C)CC1 (stereo not drawn)	-2.3%
COCCN(C(=O)CCC(=O)Nc1cccnc1)C(C(=O)NC1CCCCC1)c1ccccc1 (stereo not drawn)	14.8%
Cc1cccc2cc(COC(=O)c3cccnc3)c(=O)[nH]c12	-1.7%
Cc1cccc2cc(C(c3nnnn3CC3CCCO3)N3CCCc4ccccc43)c(=O)[nH]c12 (stereo not drawn)	11.0%
O=C1c2ccccc2C(=O)N1c1ccc(S(=O)(=O)N2CCN(c3ccccc3)CC2)cc1	6.5%
O=C(CN1C(=O)c2ccccc2C1=O)Nc1ccccc1F	4.7%
CCOc1ccc(OCC)c(NC(=O)CSCC(=O)O)c1	-0.9%
CCCn1c(CNC(=O)c2cccs2)nc2ccccc21	13.4%
O=C(c1ccco1)N1CCC2(CC1)CCN(C(c1ccccc1)c1ccccc1)CC2	-2.1%
O=C(NCc1ccncc1)c1cccc(Cn2cc(Br)cn2)c1	0.7%
COC(=O)C1=C(C)NC2=C(C(=O)c3ccccc32)C1c1ccc(-c2ccc(C(=O)O)cc2)o1 (stereo not drawn)	-12.4%
CCCN(CCC)CCNC(=O)C1CCCN(S(=O)(=O)c2ccc3c(c2)oc(=O)n3C)C1 (stereo not drawn)	12.5%
Cc1cccc(OCCCC(=O)O)c1	14.9%
CCS(=O)(=O)N1CCC(C(=O)NCCc2ccc(C)cc2)CC1	-2.5%
CCOC(=O)c1sc2nc(CC(=O)OC)nc(NCc3ccco3)c2c1C	-2.7%
CN1CCN(/C(=N\O)c2nonc2N)CC1	2.0%
Cc1cccc(OCc2n[nH]c(=S)o2)c1	-2.4%
Fc1ccc(CSc2nnc(-c3cccs3)o2)cc1	7.7%
COc1ccc(C(=O)COC(=O)CSCc2c(C)noc2C)cc1OC	-6.3%
O=C(c1ccc(N2CCCC2=O)cc1)N1CCN(c2ccccc2)CC1	-3.6%
COC(=O)N1CCC[C@@]2(CCN(C(=O)NC(C)C)C2)C1	-4.2%
COC(=O)c1ccc2c(c1)NC(=O)C(N1CCCC1)S2 (stereo not drawn)	-1.5%

(continued)
SMILES	AmpC det inh
CCC(=O)Nc1nonc1-c1nc2ccccc2n1N(C(=O)CC)C(=O)CC	-4.2%
O=C(c1ccc(F)cc1)N1CCN(Cc2ccccc2Br)CC1	-4.1%
O=C(NCCN1CCCC1)C1(S(=O)(=O)c2ccc(Cl)cc2)CC1	-3.8%
CCN(CC)CCOC(=O)c1cc2cc(COC)ccc2o1	-0.8%
CCCCn1c(=O)[nH]c(=O)c2c1nc(COC(=O)c1c(C)noc1C)n2CCC	22.5%
OC(COc1ccc2ccccc2c1)CN1CCOCC1 (stereo not drawn)	-1.7%
COCCN(CCOC)c1cc(C)c(C#N)c2nc3ccccc3n12	-4.9%
O=C(CSc1nnc(COc2ccccc2)o1)N1CCN(c2ccccc2)CC1	-1.5%
CC(C)n1nnnc1C(c1ccc(F)cc1)N1CCN(C2CCCC2)CC1 (stereo not drawn)	5.5%
Cc1cc(C)nc(N2CCN(c3ncnc4c3cnn4Cc3ccc(Cl)cc3Cl)CC2)n1	14.7%
O=C(NCc1ccco1)c1cccc(S(=O)(=O)N2CCCCC2)c1	-6.4%
COc1ccc(NC(=O)N2CC3(CCN(S(C)(=O)=O)CC3)C2)cc1	-2.6%
O=c1c2cc(Cl)ccc2[nH]c(=S)n1Cc1ccco1	11.2%
COc1ccc(OC)c(CNC(=O)CCc2nc(-c3cccs3)no2)c1	10.3%
O=C(c1cccc(F)c1)N1CCC2(CCCN(c3cccc(-c4ccccc4)c3)C2)CC1	-1.3%

Assay outcomes as filed in PubChem.
